Cl transport mod – KCC2 (human) Cl- transport modulation; 190,000 tested, 2.2% active; KCC2 cells, thallium flux FluoZin-2 fluorescence; Q9H2X9; AID 1456; B-score of Tl+ flux slope (higher = more flux/activation; lower = inhibition) at 10 µM;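 active means thallium flux slope and its plate-corrected score both differing from the plate sample mean at a set confidence after two filtering rounds, in either direction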;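 further: slope of fluorescence scaled to starting intensity during 10 to 20 s after thallium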
Thrombin inh – thrombin (human) inhibition; 220,000 tested, 0.26% active; inhibition, % at 5 µM; alpha-thrombin, Boc-VPR-AMC fluorogenic substrate cleavage; AID 1046; P00734;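 active means inhibition at or above 40%; inactive means inhibition below 40%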;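 further: 0% = enzyme with no compound and 100% = wells without enzyme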
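Material: human alpha-thrombin protein; Also added: Boc-VPR-AMC substrate, 15 µM final; Timing: enzyme reaction carried out at room temperature; Signal: fluorescence, ex 355 nm, em 460 nm; Measure: % inhibition of thrombin; Controls: enzyme without compound as high, wells lacking enzyme as low.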
eIF4E 4G PPI – eIF4E/eIF4G interaction inhibition in translation initiation; TR-FRET eIF4E-eIF4GI(517-606) binding, 2 h; inhibition, % at 21.7 µM; 220,000 tested, 0.37% active; AID 782;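 further: 0% = full FRET control wells and 100% = background wells lacking eIF4GI fragment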
Rad51 HR inh – blocks human Rad51 in homologous recombination. Q06609. hRad51 DNA strand exchange, fluorescence dequenching. inhibition, % at 10 µM. 200,000 tested, 0.085% active. AID 1385;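 active means inhibition above 40% at the single screening dose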;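 further: 0% = DMSO control wells and 100% = blanks with heterologous ssDNA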
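System: hRad51 filaments on single-stranded DNA; reagent: Fluorescein- and BHQ1-tagged 47-mer duplex; compound dosing: one concentration, 10 µM final; timing: filaments 15 min 37 °C, then compound 30 min; measured by: fluorescein emission 520 nm, excitation 485 nm; benchmarks: per-plate controls and blanks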
KLK5 inh – inhibitors of human kallikrein 5 | Q9Y337 | 210,000 tested, 0.59% active | inhibition, % at 5 µM | recombinant hK5, fluorogenic AMC substrate cleavage | AID 873;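 active means inhibition of 40% or more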;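 further: 0% = enzyme controls without compound and 100% = no-enzyme blanks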
14-3-3 Bad inh – disrupts binding of bovine 14-3-3 zeta to phospho-Bad peptide; P63103; TR-FRET 14-3-3zeta/Dy647-pBad peptide displacement, 1 h; inhibition, % at 21.7 µM; 220,000 tested, 0.71% active;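 active means inhibition above about 70%, limit read from the data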;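 further: 0% = full 14-3-3 plus peptide FRET controls and 100% = background without 14-3-3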
Target sequence (P63103 whole entry, looked up): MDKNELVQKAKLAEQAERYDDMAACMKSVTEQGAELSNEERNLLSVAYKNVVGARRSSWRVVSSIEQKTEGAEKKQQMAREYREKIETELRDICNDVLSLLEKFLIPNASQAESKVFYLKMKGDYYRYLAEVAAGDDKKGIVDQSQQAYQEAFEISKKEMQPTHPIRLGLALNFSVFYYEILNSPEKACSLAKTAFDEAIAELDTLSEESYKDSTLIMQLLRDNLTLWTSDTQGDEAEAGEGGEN
Furin inhibitor – blocks human furin protease activity | P09958 | purified furin, fluorogenic substrate cleavage | inhibition, % at 30 µM | 220,000 tested, 0.061% active | AID 463115; in the data active means inhibition above about 25%; further: inactives centre near -15
Target sequence (P09958 108-714 limits assumed): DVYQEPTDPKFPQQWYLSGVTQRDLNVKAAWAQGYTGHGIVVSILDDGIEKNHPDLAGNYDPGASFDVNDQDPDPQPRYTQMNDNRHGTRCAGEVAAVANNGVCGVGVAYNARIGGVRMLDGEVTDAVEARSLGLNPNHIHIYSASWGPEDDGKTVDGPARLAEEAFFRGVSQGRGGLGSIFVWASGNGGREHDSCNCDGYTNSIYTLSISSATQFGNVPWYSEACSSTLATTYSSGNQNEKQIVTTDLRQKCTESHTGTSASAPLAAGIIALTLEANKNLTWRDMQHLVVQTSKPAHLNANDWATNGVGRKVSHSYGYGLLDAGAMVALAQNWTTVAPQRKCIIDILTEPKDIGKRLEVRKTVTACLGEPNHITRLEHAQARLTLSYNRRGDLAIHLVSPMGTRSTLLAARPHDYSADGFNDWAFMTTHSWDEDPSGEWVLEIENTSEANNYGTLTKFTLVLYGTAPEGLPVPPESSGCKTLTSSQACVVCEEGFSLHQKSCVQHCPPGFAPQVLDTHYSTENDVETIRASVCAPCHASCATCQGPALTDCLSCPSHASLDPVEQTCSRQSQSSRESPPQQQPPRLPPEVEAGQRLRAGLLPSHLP
EBV gp42 inh – blocks Epstein-Barr virus glycoprotein 42 binding | inhibition, % (tested at 21.74 µM) | 220,000 tested, 0.42% active | Fluorescence polarization binding assay, mP read-out | Q1HVG2; in the data active means inhibition above about 50%
Target sequence (Q1HVG2 whole entry, looked up): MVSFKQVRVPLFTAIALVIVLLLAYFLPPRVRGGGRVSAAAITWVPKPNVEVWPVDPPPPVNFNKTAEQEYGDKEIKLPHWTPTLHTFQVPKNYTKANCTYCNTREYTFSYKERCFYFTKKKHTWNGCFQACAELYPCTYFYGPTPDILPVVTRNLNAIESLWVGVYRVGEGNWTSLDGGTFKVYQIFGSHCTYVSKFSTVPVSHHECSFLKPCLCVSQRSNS
p47phox inh – inhibitors of human p47phox binding. inhibition, % at 24.7 µM. 220,000 tested, 0.53% active. p47phox/p22phox peptide binding, fluorescence polarization, 2 h. P14598;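 further: 0% = p47phox with labelled peptide and 100% = labelled peptide alone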
Active calls of the source: *; . = not tested or not shown; & = joins results of further samples; [ ] = remark or other dose.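 How the source made its calls, unless noted: active means inhibition above about 30% (limit read from the data); inactive means the rest.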

Cl transport mod	Thrombin inh	eIF4E 4G PPI	Rad51 HR inh	KLK5 inh	14-3-3 Bad inh	Furin inhibitor	EBV gp42 inh	p47phox inh	SMILES
-2.2	0	1	5	-11	47	-17	-13	-10	O=C(NCCc1ccccc1)c1ccc(NCC2CCCO2)c([N+](=O)[O-])c1 (stereo unspecified)
-0.28	-3	-3[fluorescence artefact?]	13	-7	-8	-11	-14	-10	O=C(O)C1CC=CCC1C(=O)Nc1cccc(Cl)c1 (stereo unspecified)
0.42	3	-9	-6	-15	-1	-25	-12	-10	CCOC(=O)c1sc(NC(=O)OC)c(C(=O)OC)c1C
-2	-2	7	-5	-55	-12	-6	-5	-8	N#Cc1c(NC(=O)CSc2ncn[nH]2)sc2c1CCCCC2
1.2	-6	-6[fluorescence artefact?]	-10	-12	-22	3[20 µM]	-6	-8	CCOC(=O)N1CCN(c2ccccc2O)CC1
-0.96	-4	4	-11	1	1	-18	7	6	CN1CCN(c2ccc(NC(=O)c3ccc(Cl)cc3)cn2)CC1
0.45	-3	1	15	-9	-5	-11	8	-3	O=C(/C=C/c1c(Cl)cccc1Cl)NCc1ccccc1
-2.3	-9	-10	7	-5	43[fluorescence artefact?]	-14	-9	-15	COc1ccc(-n2c(NC(=O)c3ccco3)c(C#N)c3nc4ccccc4nc32)cc1
1.1	-5	-1	8	0	-5	-24	-119	-4	COc1cc(C)ccc1OCCON1C(=O)CCC1=O
.	-17	2	8	11	1	-18	-26	-13	COCCCNC(=O)Cn1nnc(-c2ccccc2NC(=O)c2ccc(F)cc2)n1
-0.21	-1	1	.	-25	12	-21	-22	-7	Cc1cccc(-n2ncc3c(NCc4ccco4)ncnc32)c1
0.007	-9	3	5	-3	-5	-13	-1	-7	O=C(N/N=C/c1ccccc1OCC(=O)N1CCCC1)C(=O)Nc1ccccc1F
0.39	8	-3	20	-4	-22	-33	7	-8	Fc1ccc(NC(=S)NCCN2CCOCC2)cc1
0.68	-6	1	3	-3	-13	-31	-7	-8	COc1ccc(CC2(CO)CCN(C/C=C/c3ccccc3OC)CC2)cc1
0.29	-5	-1	8	2	-14	-13	-14	-9	Cc1cc(-c2nc(C)c(C(=O)NNS(=O)(=O)c3cccc(C(F)(F)F)c3)s2)no1
.	-1	-3	.	.	-8	-7	6	3	COc1ccc(-c2[nH]ncc2CN(C)C(C)c2ccncn2)c(F)c1 (stereo unspecified)
0.62	-9	-4[fluorescence artefact?]	-4	-16	3[fluorescence artefact?]	-13[20 µM]	-5	5	COc1cccc(-n2c(C)nc3cc(C(=O)O)ccc32)c1
-0.092	-2	-4	-2	-1	3	-19	3	-16	COc1cc(O)c(C(=O)/C=C/c2ccccc2)c(OC)c1
0.29	-7	1	-4	1	22	-24	-15	-20	COc1cc(NC(=O)c2ccc(N)nc2)cc(C(=O)Nc2cccc(C(F)(F)F)c2)c1
1.1	1	0	.	-8	2	-28	-5	-8	COc1ccc(OC)c(/C=N/N=C2\SCC(=O)N2Cc2ccco2)c1
1.1	-1	12	14	0	17	-4	7	-16	CCC(CO)Nc1nc2ccc(Cl)cc2c2ccccc12 (stereo unspecified)
0.65	-7	-3	2	-7	-14	-11	1	-7	NC(=O)c1cc2ccccc2o/c1=N/NC(=O)c1cccs1
-0.94	1	4	9	-1	-2	-12	-15	-13	O=C(COc1ccc(F)cc1Br)N1CCN(S(=O)(=O)/C=C/c2ccccc2)CC1
1.9	-4	1	2	-4	-2	-7	-5	1	CC(C)NC(=O)C(=O)NCCN1CCN(C(=O)c2ccc(C(C)(C)C)cc2)CC1
-1.1	-6	-1	3	-2	-2	-11	-17	-7	COC(=O)c1ccc(COn2nnc3ccccc32)cc1
0.049	-8	-1[fluorescence artefact?]	1	-8	-6[fluorescence artefact?]	-19	6	-14	COc1ccccc1Nc1ccc(Nc2ccccc2OC)nn1
0.088	1	-3	16	-3	-14	-22	-6	-2	Cc1cccc(OCc2n[nH]c(=S)n2-c2ccccc2)c1
0.52	-1	2	6	3	-4	-19	-14	-3	CC(Nc1ccc(Cl)cc1)C(=O)NN (stereo unspecified)
-1.5	0	2	3	-13	-8	-23[20 µM]	-12	-17	CCn1c(COc2cccc(C)c2)nc2ccccc21
-0.02	-5	3	-1	-3	-1	-24	-27	-28	CC(C)C1=NOC(C(=O)N2CCC(N3CCC(C(=O)N4CCOCC4)CC3)CC2)C1 (stereo unspecified)
0.15	-2	-2	5	-3	4	-18	-1	-3	O=C(Cc1ccccc1)NCCn1ccc2ccccc21
-0.14	-1	-4	-2	-1	-1	-12	-4	-5	Cc1ccc(/C=N/NC(=O)C(c2ccncc2)N2CCOCC2)cc1 (stereo unspecified)
.	2	-6	0	-3	-5	-7[20 µM]	-9	-4	CC(c1ccco1)N(C(=O)C12CC3(C)CC(C)(CC(C)(C3)C1)C2)c1ccccn1 (stereo unspecified)
-3.6*	-1	-3	2	0	-4	-16	-9	-15	COc1ccc(NC(=S)/N=C(\N)Nc2nc(C)c3ccccc3n2)cc1
0.56	-8	0	-1	-2	-2	-32	-9	-1	COCCn1c(SCC(=O)NNC(=O)Cc2ccccc2)nc2ccccc2c1=O
1.7	-7	0[fluorescence artefact?]	-6	0	5	-12	-1	-1	Cc1nnc(SCC(=O)NNC(=O)C(C)C)[nH]c1=O
.	1	7	-6	-12	-2	1	4	-15	O=C(Nc1ccc(N2CCN(C(=O)c3ccccc3)CC2)c(Cl)c1)c1ccc(Br)o1
0.061	-4	4	11	-10	-13	-10	-5	3	CC1CC2(CCCC2)N(C(=O)c2ccccc2)Cc2ccccc21 (stereo unspecified)
-0.11	1	1	15	-12	-2	-16	-13	-6	CN1c2ccccc2C(=O)NC1c1ccc([N+](=O)[O-])s1 (stereo unspecified)
1.2	-4	-3	3	8	-1	-4	-10	4	CCOC(=O)COc1c(/C=N\O)cc(Cl)cc1OC
-0.57	2	4	-9	3	-7	-1	-10	-6	Cc1ccc(OCC(=O)N/N=C/c2cccn2C)cc1C
0.0017	-2	11[fluorescence artefact?]	6	-5	-4	-23	-3	-14	O=C(C1CCCC1)N(c1ccccc1)C1C=CS(=O)(=O)C1 (stereo unspecified)
-0.23	1	-2	11	10	-4	-14[20 µM]	0	-6	Cc1cc2cc3c(cc2nc1SCC(=O)Nc1ccccc1)CCC3
-0.95	-1	34*[fluorescence artefact?]	.	-59	88*[fluorescence artefact?]	-20	5	53*	Cc1ccc(S(=O)(=O)/N=C2/C=C(Sc3ncn[nH]3)C(=O)c3ccccc32)cc1
0.84	1	-1	8	6	-9	-12	4	-2	O=[N+]([O-])c1c(Nc2ccccc2O)ccc2nonc12
-0.0078&0.045	4	3&8	-2&-9	7&3	-2&-2	-13[20 µM]	-8&-21	-6&-4	O=C(NCCO)c1cc2ccccc2cc1O
0.33	19	-7	-1	53*	24	-4	-3	-40	COc1ccccc1NS(=O)(=O)c1cc(NC(=O)Nc2ccccc2)ccc1N1CCCCC1
0.55	-17	1	8	0	-3	-31	-2	-8	O=C(O)c1ccc(C(=O)c2ccc3c(c2)C(=O)N(CC2CCCO2)C3=O)cc1 (stereo unspecified)
0.23	0	2	-14	-23	-22	-17	-23	-33	Cc1sc2ncnc(Sc3ccccc3C(=O)Nc3ccc(C#N)cc3)c2c1C
-0.23	2	0	15	7	-20	-17	5	-6	COC(=O)c1ccccc1Oc1ccc(NC(=O)CCCl)cc1
.	5	8	.	-22	-5	-15[20 µM]	-21	51*	[N-]=[N+]=CC(=O)CC(c1ccccc1)N1C(=O)c2ccccc2C1=O (stereo unspecified)
.	-2	0[fluorescence artefact?]	11	-9	1	-25	-14	-1	O=C(CN1CCc2[nH]c3ccccc3c2C1)N1CCCCC1
0.01	-4	-3	6	-22	-7	-26	-3	-24	Cc1ccc(S(=O)(=O)NCc2ccc(C(=O)NCCCN3CCC(Cc4ccccc4)CC3)cc2)cc1
-0.036	-5	-3	4	-1	0	-12	2	1	CCOC(=O)c1sc(NC(=O)CSc2nncn2C)nc1C
.	-4	2	1	9	74*	-9	-3	9	COc1ccc(-c2nc3n(c2Br)CCC3)cc1
-1.5	0	8	-7	-7	2	-11[20 µM]	-5	-18	CCn1ncc(CNC(=O)CCSc2nc(-c3ccco3)cc(C(F)(F)F)n2)c1C
-0.029	-2	-1[fluorescence artefact?]	0	1	0[fluorescence artefact?]	-27	-7	-11	CCOc1cc(-c2nc(-c3ccncc3)no2)cc(OCC)c1OCC
-0.4	2	1[fluorescence artefact?]	-5	-13	-4	-9[20 µM]	-15	-10	O=C(Nc1ccccc1C(=O)N1CCOCC1)c1ccc(F)cc1
0.19	1	-2	17	-6	-5	-10	6	-6	COC(=O)c1c(N2C(=O)CC(Sc3ccccc3C(=O)O)C2=O)sc2c1CCCC2 (stereo unspecified)
-2	-3	-2[fluorescence artefact?]	6	-15	6[fluorescence artefact?]	-13	-8	4	O=C(c1ccc2c(c1)OCO2)N1CCN(c2ccc(C(F)(F)F)cn2)CC1

Next part:
Cl transport mod	Thrombin inh	eIF4E 4G PPI	Rad51 HR inh	KLK5 inh	14-3-3 Bad inh	Furin inhibitor	EBV gp42 inh	p47phox inh	SMILES
-0.89	-2	-1	.	-3	40	-16	-8	-14	COc1ccc(OC)c(C(c2nnnn2C2CCCC2)N2CCN(c3ccc(F)cc3)CC2)c1 (stereo unspecified)
.	-5	-14[fluorescence artefact?]	2	-16	-3[fluorescence artefact?]	-10[20 µM]	-8	-4	Nn1c(CN2CCCCC2)nc2ccccc2c1=O
-1.2	-1	0	-5	0	-17	-20	-2	-8	Cc1ccccc1N1CCN(Cc2nc(Cc3ccccc3)no2)CC1
-1	0	0	5	-9	-1	-12	6	-7	Cc1cc(F)ccc1NCc1ccc([N+](=O)[O-])cc1
0.82	0	-3	.	0	22	-22[20 µM]	-18	5	COc1ccc(-c2cc3nnc(-c4ccccc4)nc3s2)cc1
2.7*	-4	3	0	3	7	9[20 µM]	-3	-15	Cc1ccc(/C(O)=C2/C(=O)C(=O)N(CCN3CCOCC3)C2c2ccccn2)cc1 (stereo unspecified)
-1.1	-14	-6	-13	-29	47[fluorescence artefact?]	4[20 µM]	-23	-65	O=Cc1cn(-c2ccccc2)nc1-c1cc2cc(O)ccc2oc1=O
.	-2	1	3	-143	16	-28[20 µM]	-4	-8	Cc1csc2ncc(C(=O)Nc3ccon3)c(=O)n12
-0.49	-9	7	-19	5	8	-2	-10	-27	Cc1cnn(-c2nc(-c3ccccc3)cc(-c3ccccc3)n2)c1
0.46	2	-4	-4	-1	3	-17	0	-9	CCN(CC)S(=O)(=O)c1cccc(C(=O)NCCCn2ccnc2)c1
0.56	-4	3	-9	-143	8	-57[20 µM]	-18	-17	CCOC(=O)Nc1ccc2c(CN3C(=O)NC4(CCCC4)C3=O)cc(=O)oc2c1

In another format: results already given
SMILES | Cl transport mod | Thrombin inh | eIF4E 4G PPI | Rad51 HR inh | KLK5 inh | 14-3-3 Bad inh | Furin inhibitor | EBV gp42 inh | p47phox inh
Nn1c(CN2CCCCC2)nc2ccccc2c1=O | . | -5 | -14[fluorescence artefact?] | 2 | -16 | -3[fluorescence artefact?] | -10[20 µM] | -8 | -4
Cc1ccccc1N1CCN(Cc2nc(Cc3ccccc3)no2)CC1 | -1.2 | -1 | 0 | -5 | 0 | -17 | -20 | -2 | -8
Cc1cc(F)ccc1NCc1ccc([N+](=O)[O-])cc1 | -1 | 0 | 0 | 5 | -9 | -1 | -12 | 6 | -7
COc1ccc(-c2cc3nnc(-c4ccccc4)nc3s2)cc1 | 0.82 | 0 | -3 | . | 0 | 22 | -22[20 µM] | -18 | 5
Cc1ccc(/C(O)=C2/C(=O)C(=O)N(CCN3CCOCC3)C2c2ccccn2)cc1 (stereo unspecified) | 2.7* | -4 | 3 | 0 | 3 | 7 | 9[20 µM] | -3 | -15
O=Cc1cn(-c2ccccc2)nc1-c1cc2cc(O)ccc2oc1=O | -1.1 | -14 | -6 | -13 | -29 | 47[fluorescence artefact?] | 4[20 µM] | -23 | -65

Source: PubChem BioAssay
